TRPV1 agonist: agonists of human vanilloid receptor 1 (TRPV1) | activation, % at 8.33 µM | TRPV1-expressing cells, Fluo-8 calcium influx, agonist mode | 320,000 tested, 0.19% active | Q8NER1; in the data active means activation above about 80%; inconclusive means between about 30% and that limit; further: 0% is about no effect
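Cells expressing TRPV1 were dye-loaded with Fluo-8 and read kinetically: 10 s baseline, 3 min after compound (agonist portion), then 2 min after EC20 capsaicin (allosteric enhancer portion). Calcium-bound dye fluorescence at 480/520 nm.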
CXXC DNA block: MLL CXXC-DNA interaction inhibition. Q03164. AID 2662. MLL-CXXC / FITC-HOXA9 DNA fluorescence polarization. Potency, µM (top dose mostly 115 µM), inactives show at the top dose activity change, negative = inhibition, most hits filed as inhibitors. 290,000 tested, 0.037% active; active means well fitted inhibition curve with a large enough effect in the polarisation, with a control signal flat, not every such curve was filed as active; inconclusive means small, poorly fitted or top-dose-only effect, or effect the other way, or a change in a side signal; inactive means no such curve, though single readings can be large or run the other way; the % refers to the polarisation; further: potency means the concentration at half of the fitted maximal effect
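Steps: dispense CXXC domain solution (7 uM) → pin compounds or unlabeled HOX-A9 DNA control → 5 min ambient → add FLSN-HOX-A9 solution (50 nM) → spin → 30 min ambient → fluorescence polarization. Tris pH 7.5/NaCl/DTT/BSA buffer.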
hERG WT inh: KCNH2 (human, wildtype) channel inhibition. 340,000 tested, 0.37% active. Q12809. AID 720551. activity change, % at 1.84 µM. U2OS, BacMam KCNH2, thallium flux FluxOr; active compounds read low;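 active means maximum activity change below -70%; inconclusive means maximum activity change between -70% and -50%; inactive means maximum activity change above -50%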; further: on the % scale 0 is the no-effect control and ±100 the full control effect
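U2OS cells transduced with wild-type KCNH2 virus are loaded with FluxOr dye for 45 min, and thallium flux is measured in kinetic reads before and after stimulation buffer. Rate constants are normalized to DMSO controls.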
USP2a block: blocks human ubiquitin-specific protease USP2a; Potency, µM (titrated, usually from 38.3 µM), without a hit: top-dose activity change, negative = inhibition, most hits filed as inhibitors; USP2 core, Ub-CHOP2 coupled fluorogenic reporter, 485/531; O75604; 330,000 tested, 0.01% active;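 further: potency means the concentration at half of the fitted maximal effect; plate controls were DMSO wells for no effect and full inhibition by NEM control for full effect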
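Cell-free coupled assay: 10nM USP2 core preincubated 30min RT with compound in Tris-HCl pH 8.0/CaCl2/CHAPS buffer, then 25nM Ub-CHOP2 and 25nM reporter substrate; fluorescence (Ex 485/Em 531) read after 60min RT, normalized to NEM inhibition, concentration-response curves fitted.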
PKM2 act: activators of human pyruvate kinase M2; P14618; purified PKM2, Kinase-Glo ATP luminescence, activation; response scale: 0% is enzyme alone, no compound; Potency, µM (series often up to 57.5 µM), for the others: at the top dose activation, actives largely listed as activators; 260,000 tested, 0.34% active; AID 1631; further: potency means the concentration at half of the fitted maximal effect; on the % scale 0 is the no-effect control and ±100 the full control effect; nearly all actives have a fitted effect of over 55% in size
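Kinase-Glo luminescence reports ATP generated from ADP (0.1 mM) and PEP (0.5 mM) by purified hPK-M2 after 1 h at room temperature, pH 7.2 imidazole buffer; intermediate enzyme activity allows detecting inhibitors and activators.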
Giardia killer: Giardia lamblia killing | Giardia lamblia trophozoite viability | AID 540267 | 340,000 tested, 0.15% active | activity change, % at 7.66 µM, hits read low; in the data active means activity change below about -80%; inconclusive means between about -30% and that limit;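 further: parasites exposed to compound for two days anaerobically before the ATP read; on the % scale 0 is the no-effect control and ±100 the full control effect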
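Trophozoite viability was measured as ATP-dependent luminescence, read 15-30 min after reagent addition. Before that, parasites at 100 cells/well were exposed to compounds for 48 h, anaerobically, at 37 deg C.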
Menin-MLL TR inh: inhibitors of human menin-MLL interaction, mutant MLL peptide | Menin + Texas Red MLL mutant peptide, fluorescence polarization | Potency, µM (titrated, usually from 61.6 µM), inactives show at the top dose FP activity change, negative = inhibition, hits mostly inhibitors | 270,000 tested, 0.23% active | AID 1768; active means well fitted inhibition curve with a large enough effect in the polarisation, with a control signal flat, not every such curve was filed as active; inconclusive means small, poorly fitted or top-dose-only effect, or effect the other way, or a change in a side signal; inactive means no such curve, though single readings can be large or run the other way; the % refers to the polarisation; further: potency means the concentration at half of the fitted maximal effect; % of control where 0% means no effect; many of its hits are not listed in these tables
Coupling enz: counter-screen for Giardia aldolase inhibitors: coupling enzyme system | coupling enzyme system counterscreen, AmpLite Red fluorescence | activity change, negative = inhibition, % at 58.2 µM, hits read low | 290,000 tested, 0.67% active | AID 2472; in the data active means activity change below about -30%; further: on the % scale 0 is the no-effect control and ±100 the full control effect
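Counterscreen of the coupled detection system alone, without aldolase: glyceraldehyde-3-phosphate coupling enzymes plus AmpLite Red readout. Compounds at 57.5 uM final, 10 min RT preincubation, 20 min RT reaction, fluorescence 525/598 nm.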
GALK inhibitor: blocks human galactokinase activity; AID 1868; Potency, µM (top dose mostly 57.5 µM), inactives show top-dose activity change, negative = inhibition, most hits filed as inhibitors; Purified GALK, Kinase-Glo residual ATP luminescence; 270,000 tested, 0.007% active; further: potency means the concentration at half of the fitted maximal effect; on the % scale 0 is the no-effect control and ±100 the full control effect
Target sequence (P51570 whole entry, looked up): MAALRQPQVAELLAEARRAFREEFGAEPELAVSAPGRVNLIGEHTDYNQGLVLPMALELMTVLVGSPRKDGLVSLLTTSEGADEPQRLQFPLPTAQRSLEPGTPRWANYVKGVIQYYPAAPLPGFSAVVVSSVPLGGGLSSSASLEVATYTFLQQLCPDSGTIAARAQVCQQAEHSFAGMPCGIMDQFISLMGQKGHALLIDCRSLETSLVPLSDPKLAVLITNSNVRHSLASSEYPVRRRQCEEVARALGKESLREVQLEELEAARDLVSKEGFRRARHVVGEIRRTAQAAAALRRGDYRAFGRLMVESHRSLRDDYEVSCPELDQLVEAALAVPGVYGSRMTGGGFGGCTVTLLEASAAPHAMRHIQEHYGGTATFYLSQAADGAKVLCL
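Kinase-Glo Plus luminescence measured ATP left after a 1 h room-temperature reaction. The reaction used 5 nM GALK, 100 uM galactose and 35 uM ATP at pH 8.0 (20 mM HEPES, 5 mM MgCl2, 60 mM NaCl, 1 mM DTT, 0.01% BSA).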
KCNH2 3.1 inh: KCNH2 3.1 (human) potassium channel inhibition; U2OS KCNH2 3.1, thallium flux FluxOr; active compounds read low; activity change, % (tested at about 1.8 µM); 340,000 tested, 0.95% active;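 active means maximum activity change below -70%; inconclusive means maximum activity change from -70% to -50%; inactive means maximum activity change above -50%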;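 further: thallium influx rate constant from kinetic fluorescence after stimulation buffer; on the % scale 0 is the no-effect control and ±100 the full control effect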
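Kinetic fluorescence (2 min after stimulation buffer) measures Tl+ influx through KCNH2 3.1 expressed by viral transduction in U2OS cells; the rate constant is normalized against DMSO controls serving as positive and negative references.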
B2AR arrestin: recruits beta-arrestin to the human beta2-adrenergic receptor. P07550. beta-arrestin recruitment to beta2AR, cell-based reporter. Potency, µM (titrated, usually from 46.1 µM), for inactives: at the highest dose activation, usual class: activators. 330,000 tested, 0.02% active;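 further: potency means the concentration at half of the fitted maximal effect; 0% = DMSO controls and full agonism = EC100 isoproterenol or metaproterenol; nearly all actives have a fitted effect of over 65% in size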
Target sequence (P07550 whole entry, looked up): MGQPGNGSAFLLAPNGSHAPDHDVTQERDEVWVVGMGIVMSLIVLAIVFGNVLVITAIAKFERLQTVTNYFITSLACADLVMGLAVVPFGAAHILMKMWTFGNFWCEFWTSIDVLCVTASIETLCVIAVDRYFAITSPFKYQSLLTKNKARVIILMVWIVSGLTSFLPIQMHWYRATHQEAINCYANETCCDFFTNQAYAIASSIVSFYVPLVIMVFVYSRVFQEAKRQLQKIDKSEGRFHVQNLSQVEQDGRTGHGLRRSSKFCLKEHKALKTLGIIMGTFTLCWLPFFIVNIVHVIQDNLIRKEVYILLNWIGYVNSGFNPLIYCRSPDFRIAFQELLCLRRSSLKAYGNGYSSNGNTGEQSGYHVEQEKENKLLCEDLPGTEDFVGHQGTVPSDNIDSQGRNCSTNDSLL
Active calls of the source: *; i = inactive; ? = inconclusive; · = not tested or not shown; & = joins results of further samples; [ ] = another dose, or the depositor's remark. Unless noted, the call rests on the fitted dose curve; in most records, active means well fitted curve in the direction sought with a large enough effect; inconclusive means small, poorly fitted or top-dose-only effect, or another doubt; inactive means no such curve, though single readings can be large; an effect the other way counts as inactive or inconclusive. Only part of the results is shown; count on the stated rates, not on these rows.

SMILES	TRPV1 agonist	CXXC DNA block	hERG WT inh	USP2a block	PKM2 act	Giardia killer	Menin-MLL TR inh	Coupling enz	GALK inhibitor	KCNH2 3.1 inh	B2AR arrestin
CCOc1ccc(S(=O)(=O)Nc2cccc(C(=O)NCCCn3ccnc3)c2)cc1	-4	·	-4	-1%	·	-3	·	·	·	4	0.5%
O=C(c1cccc(-c2nnc(-c3ccccc3)o2)c1)N1CCCCC1	?	-1%	-2	4%	-4%	4	?	-3	3%	·	-0.1%
CC(C)(C)OC(=O)NC1CNNC1=O (stereo unspecified)	-2	·	-6	2%	·	16	·	·	·	2	0.4%
Cn1cc(CNCc2ccc(OC(F)(F)F)cc2)c(-c2ccc3c(c2)OCCO3)n1	5	-23%	3	-1%	1%	14	-13%	2	-5%	5	-0.9%
CCCCC(=O)Nc1ccccc1C(=O)OCC(=O)c1ccc2c(c1)OCCO2	18	6%	-13	1%	-3%	-3	-7%	1	-2%	-43	3.4%
N#Cc1nc(-c2cccc3ccccc23)oc1NCC1CCCO1 (stereo unspecified)	-10	-5%	7	-15%	-14%	0	·	-16	-2%	11	0.0%
CC1=Nn2c(nnc2-c2ccccc2)SC1	2	-3%	3	-1%	-9%	1	5%	0	1%	-33	-0.2%
Cc1cc(=O)[nH]c(Nc2ccc(Cl)cc2)n1	-1	1%	-5	4%	·	12	11%	6	9%	1	0.1%
O=C1NC(CCc2ccccc2)C(=O)N1Cc1cccc2ccccc12 (stereo unspecified)	-4	-2%	-1	-14%	-14%	-17	-3%	-1	0%	-33	-0.3%
COc1ccc(/C=N/NC(=O)c2ccccc2NC(=O)c2ccco2)c(OC)c1	-2	-17%	2	4%	-13%	1	·	0	-2%	-12	-0.7%
CC(CC(=O)N1CCN(c2ccccc2)CC1)S(=O)(=O)c1ccc2c(c1)NC(=O)CO2 (stereo unspecified)	10	-14%	-7	0%	·	33[activator]	·	·	-3%	10	-0.1%
CC(C)NC(=O)c1ccccc1NC(=O)c1ccccc1N(C)S(C)(=O)=O	3	6%	0	0%	-6%	-18	4%	1	0%	-3	0.3%
CCOC(=O)CNc1c(-c2ccc(O)cc2)nc2ccc(Cl)cn12	22	-3%	-21	2%	-1%	-23	17%	-5	0%	-19	0.1%
CC12CCC(c3c(C(=O)N4CCOCC4)nn(-c4ccccc4)c31)C2(C)C (stereo unspecified)	?	1%	0	-1%	-3%	9	0%	4	0%	-7	0.1%
CCOC(=O)C(=CNc1cccc(C)n1)C(=O)OCC	0	2%	-3	3%	10%	-17	?	2	-1%	-3	-1.2%
O=C(Nc1ccc2oc(=O)ccc2c1)c1ccc(-c2cccc([N+](=O)[O-])c2)o1	·	0%	0	-1%	9%	-22	·	5	-3%	-5	0.3%
Cc1cc(C)c(C)c(C(=O)c2ccccc2C(=O)O)c1C	0	-13%	2	1%	0%	-8	-6%	7	4%	1	0.4%
Cc1c(C(=O)Nc2cccc(-c3nnc4n3CCCCC4)c2)oc2ccccc12	2	1%	-17	1%	5%	4	-10%	2	1%	-4	-0.9%
CC1(C)Cc2cccc(OCC(=O)OCc3nnc(-c4ccc([N+](=O)[O-])cc4)o3)c2O1	2	·	1	4%	·	-5	·	·	·	12	-0.2%
Cc1ccc(/C(N)=N/OC(=O)Cc2cccc3ccccc23)cc1	0	10%	i	-7%	25µM*	?	2%	1	2%	-4	-0.2%
Cc1ccc(-c2nc(C(=O)NCC3CCCO3)cc3c2[nH]c2ccccc23)cc1 (stereo unspecified)	?	42%[activator]	15	0%	3%	15	48%[activator]	0	·	-3	-1.0%
Cc1cc(C)c(NC(=O)COC(=O)/C=C/c2cccs2)c(C)c1	2	9%	2	0%	0%	-1	-9%	0	-1%	-1	-1.4%
NS(=O)(=O)c1cccc(NC(=O)CSc2nnc(C3CC3)n2-c2ccccc2)c1	·	·	0	4%	·	14	·	·	·	3	-0.6%
CCc1cc(C(=O)OC)c(NC(=O)CN2CCN(C(=O)c3ccco3)CC2)s1	?	5%	-4	0%	0%	-2	·	·	8%	-9	-0.5%
CC1CCC(=NNC(=O)Cc2cccn2C)CC1 (stereo unspecified)	3	5%	-5	-1%	-1%	-12	2%	-6	1%	3	0.1%
Cc1cc(N2CCCC2=O)c(N)cc1N	2	7%	20	-4%	-6%	2	2%	-19	1%	2	-0.1%
COc1ccc(C(=O)/C=C/c2ccc(N3CCCCC3)c([N+](=O)[O-])c2)c(OC)c1	-1	7%	-13	1%	-9%	6	3%	-2	-4%	-37	-0.2%
COC(=O)c1cc(=O)n(Cc2ccc(F)cc2)c(=Nc2ccccc2)s1	17	-20%	11	-8%	-10%	-8	·	-2	-1%	-20	-0.3%
CN(CC(=O)Nc1ccc(F)cc1)C(=O)C1CCN(C(=O)Nc2ccccc2)CC1	6	·	0	-5%	·	-2	·	·	·	7	-0.1%
CCOC(=O)c1sc(NC(=O)C(C)Sc2nnc(N)s2)nc1C (stereo unspecified)	-1	-3%	·	-1%	-4%	8	2%	1	14%	7	-0.4%
CCCC(C)NC(=O)CSc1nnc(-c2c[nH]c3ccccc23)o1 (stereo unspecified)	1	0%	3	0%	0%	-5	17%	0	-2%	10	-0.6%
CCOc1ccc2ccccc2c1C(=O)N1CCN(c2ccccc2)CC1	14	1%	18	3%	-1%	-1	-17%	0	0%	-5	0.3%
Cc1ccc(S(=O)(=O)N(Cc2ccccc2)Cc2ccco2)cc1	6	1%	-7	1%	9%	-11	2%	-9	0%	-9	-0.1%
COC(=O)N1C(=O)[C@](c2ccc(OC)cc2)(C(C)C)N1C(=O)OC	8	-13%	2	2%	-2%	-10	0%	3	·	7	-0.2%
COc1ccc(CCNc2ccc(N3C(=O)CC(C)C3=O)cc2[N+](=O)[O-])cc1OC (stereo unspecified)	2	-4%	-17	0%	7%	-6	-20%	-3	0%	-7	-0.6%
O=C(NCCN1CCN(c2ccccc2)CC1)C1CCN(S(=O)(=O)c2cccc3nonc23)CC1	-1	0%	-3	-2%	-14%	1	26%	1	3%	0	0.3%
COc1cc(NC(=O)CSc2nc3c(c(=O)n(C)c(=O)n3C)n2C)cc(OC)c1	2	30%	-2	1%	5%	-6	10%	2	-1%	-8	-0.5%
Cc1c(OCc2ccccc2)cccc1OCc1ccccc1	-3	8%	3	1%	4%	13	20%[11.7 µM]	5&0	·	-20	4.7%
CCNC(=O)C1CC(=O)N(Cc2ccc3c(c2)OCO3)C(=Nc2ccc(OCC)cc2)S1 (stereo unspecified)	18	21%	3	0%	-6%	11	10%	-2	0%	1	-0.2%
CCCN(CC(=O)Nc1ccc(Cl)cc1Cl)C(=O)/C=C/c1cccc([N+](=O)[O-])c1	-1	-3%	5	2%	1%	7	22%	3	-2%	-22	0.2%
O=C(Nc1ccc(Cl)cc1C(F)(F)F)C(Sc1nnc(-c2cccs2)o1)c1ccccc1 (stereo unspecified)	8	2%	-4	-8%	-14%	4	6%	-4	1%	1	3.6%
Cc1cc(NCCCN2CCOCC2)n2c(nc3ccccc32)c1C#N	·	-6%	-10	1%	-1%	-13	7%[11.7 µM]	-4	1%	-7	-0.3%
NC(=O)c1cc([N+](=O)[O-])ccc1NCc1cccnc1	-9	4%	0	2%	5%	-11	18%	1	0%	4	-0.8%
COCCCNC(=O)C1CCN(c2nc(C)cc(C)n2)CC1	-3	-1%	4	?	0%	7	-12%	2	5%	1	-0.1%
O=C(CN1CCN(C(=O)c2cccs2)CC1)Nc1ccc(Br)cc1	-2	-8%	4	1%	4%	-14	10%	-2	1%	-18	-0.2%
N#CC1(NC(=O)COC(=O)c2ccccc2[N+](=O)[O-])CCCCC1	-2	·	-4	0%	·	5	·	·	·	16	-2.3%
CC1(C)CC(=O)C(N=Nc2cccc(F)c2C#N)=C(O)C1	9	0%	5	0%	-13%	2	·	-2	·	23	-1.2%
CCN(CC)C(=O)[C@H]1CC(CC(=O)NCc2cccc(C(F)(F)F)c2)C(=O)N2CCc3c([nH]c4ccccc34)[C@]12C (stereo partly specified)	·	·	-2	1%	·	1	·	·	·	10	3.0%
CC1=NCCN1S(=O)(=O)c1ccccc1[N+](=O)[O-]	-6	17%	2	3%	5%	0	6%	3	-1%	7	0.1%

Screening results as filed in PubChem.
